Screens deposited in PubChem by National Center for Advancing Translational Sciences (NCATS).
SMN2 splice up: increases expression of the SMN2 splice variant; actives 2.8% (n = 210,000); HEK293 SMN2-luciferase splicing reporter, luminescence, 30-36 h; Potency, µM (series often up to 46.1 µM), for the others: top-dose activity change, positive = activation, hits mostly activators; AID 1458; also: % of control where 0% means no effect; nearly all actives have a fitted effect of over 55% in size
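HEK293 cells carry an SMN2 […]–luciferase reporter in which exon 7 inclusion puts luciferase in frame. Cells were plated 10-12 h before compound addition, then incubated 30-36 h at 37C. ONE-Glo luminescence was read; sodium butyrate at 4.5 mM final served as control.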
NPSR antag: antagonists of human neuropeptide S receptor cAMP signaling. Q6W5P4. CHO-NPSR cells, cAMP TR-FRET, antagonist mode. Potency, µM (doses to about 38.3 µM), without a hit: at the highest dose activity change, negative = inhibition, usual class: inhibitors. actives 1% (n = 220,000). AID 1461; also: % is scaled to controls: 0 for no effect and ±100 for the full control effect; nearly all actives have a fitted effect of over 50% in size; many of its hits are not listed in these tables
Target sequence (Q6W5P4 whole entry, looked up): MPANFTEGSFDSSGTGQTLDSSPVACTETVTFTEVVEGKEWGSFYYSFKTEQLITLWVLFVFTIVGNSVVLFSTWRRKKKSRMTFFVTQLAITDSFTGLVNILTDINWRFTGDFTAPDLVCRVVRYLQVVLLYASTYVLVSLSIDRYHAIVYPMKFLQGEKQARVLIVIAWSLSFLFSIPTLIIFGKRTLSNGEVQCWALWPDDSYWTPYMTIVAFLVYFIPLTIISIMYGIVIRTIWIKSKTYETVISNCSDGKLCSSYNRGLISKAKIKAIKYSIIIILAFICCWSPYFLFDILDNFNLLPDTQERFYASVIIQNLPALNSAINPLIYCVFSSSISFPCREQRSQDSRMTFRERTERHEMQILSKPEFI
KinaseGlo FLuc: counter-screen: inhibitors of Kinase-Glo firefly luciferase; AID 1379; Potency, µM (highest dose often 38.3 µM), for inactives: at the top dose activity change, negative = inhibition, most hits filed as inhibitors; Q27757; actives 0.28% (n = 200,000); Kinase-Glo luciferase, ATP luminescence, 8 min; also: % is scaled to controls: 0 for no effect and ±100 for the full control effect; nearly all actives have a fitted effect of over 60% in size
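Kinase-Glo luciferase light output from ATP and luciferin was measured with 10 uM ATP, within the enzyme's linear range. Buffer: 50 mM imidazole pH 7.2, 50 mM KCl, 7 mM MgCl2, 0.01% Tween 20, 0.05% BSA; luminescence read after 8 min at ambient temperature.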
IMPase Li inh: IMPase inhibition in cells with lithium potentiation; Potency, µM (top dose mostly 59.4 µM), without a hit: at the highest dose activity, negative = IMPase inhibition, usual class: inhibitors; actives 0.35% (n = 210,000); CHO-M1 cells, IP1 TR-FRET (IP-One), carbachol + lithium; AID 1457;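 also: IP1 builds up when IMPase is blocked and the TR-FRET signal falls; plate controls were basal vehicle for no effect and high inhibitor control for full effect; nearly all actives have a fitted effect of over 50% in size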
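Readout is a homogeneous TR-FRET IP1 immunoassay (Ex 320, Em 665 and 620), where raised cytosolic IP1 lowers signal. Cells were CHO-M1 treated 30 min at 37C with test compounds plus a little lithium; AC50 values came from Hill-equation fitting.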
GoLoco inh red: inhibitors of human Gai1-RGS12 GoLoco interaction (red fluorophore) | actives 0.44% (n = 230,000) | Potency, µM (titrated, usually from 61.6 µM), for the others: at the top dose activity, negative = inhibition, actives largely listed as inhibitors | P63096 | Gai1:RGS12 GoLoco peptide FP, rhodamine, 10 min; active = well fitted inhibition curve with a large enough effect, not every such curve was filed as active; inactive = no such curve, though single readings can be large or run the other way; also: % is scaled to controls: 0 for no effect and ±100 for the full control effect; nearly all actives have a fitted effect of over 30% in size; many of its hits are not listed in these tables
Target sequence (P63096 whole entry, looked up): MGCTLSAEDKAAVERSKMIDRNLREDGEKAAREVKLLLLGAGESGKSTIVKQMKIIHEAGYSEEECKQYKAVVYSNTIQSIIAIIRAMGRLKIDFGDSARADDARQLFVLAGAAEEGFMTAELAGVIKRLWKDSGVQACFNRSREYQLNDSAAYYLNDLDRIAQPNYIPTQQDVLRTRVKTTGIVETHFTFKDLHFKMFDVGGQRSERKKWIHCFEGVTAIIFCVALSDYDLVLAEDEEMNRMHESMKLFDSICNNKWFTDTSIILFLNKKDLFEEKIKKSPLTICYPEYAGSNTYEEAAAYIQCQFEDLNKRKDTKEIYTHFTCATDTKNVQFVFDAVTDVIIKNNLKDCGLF
Epigenetic reg: regulators of epigenetic silencing causing reporter derepression in mouse cells; murine LDR cells, GFP reporter derepression, 30 h; Potency, µM (series often up to 53.9 µM), for inactives: top-dose GFP activation, actives largely listed as activators; actives 0.2% (n = 280,000); AID 1865; also: % of control where 0% means no effect; nearly all actives have a fitted effect of over 60% in size
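Murine LDR cells carrying a silenced, genomically integrated CMV-driven GFP reporter were exposed to compound for 30 hours at 37 C. After PBS washes, GFP-positive cells (20–120 um objects) were counted by laser-scanning microplate cytometry.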
JMJD2E inh: blocks human JMJD2E demethylase activity; JMJD2E catalytic domain, FDH-coupled NADH fluorescence (FDH is formaldehyde dehydrogenase); actives 1.6% (n = 230,000); AID 2147; Potency, µM (titrated, usually from 57.1 µM), without a hit: at the top dose activity change, negative = inhibition, usual class: inhibitors; B2RXH2; active = well fitted inhibition curve with a large enough effect, not every such curve was filed as active; inconclusive = small, poorly fitted or top-dose-only effect, or another doubt; inactive = no such curve, though single readings can be large or run the other way;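 also: 0% = wells with enzyme and -100% = buffer wells without enzyme; nearly all actives have a fitted effect of over 50% in size; many of its hits are not listed in these tables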
Target sequence (B2RXH2 1-337 limits assumed): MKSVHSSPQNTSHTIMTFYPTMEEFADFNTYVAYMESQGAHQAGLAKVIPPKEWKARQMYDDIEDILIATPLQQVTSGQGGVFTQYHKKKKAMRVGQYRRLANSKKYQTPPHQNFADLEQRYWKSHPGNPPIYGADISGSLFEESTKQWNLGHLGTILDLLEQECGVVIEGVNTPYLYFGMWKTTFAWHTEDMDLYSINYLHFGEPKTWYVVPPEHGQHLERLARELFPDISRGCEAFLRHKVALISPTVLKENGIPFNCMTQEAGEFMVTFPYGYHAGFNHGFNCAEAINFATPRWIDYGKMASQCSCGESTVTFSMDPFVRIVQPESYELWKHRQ
RECQ1 helicase: inhibitors of human RECQ1 DNA helicase | P46063 | RECQ1 DNA unwinding, red fluorescence kinetic read | Potency, µM (series often up to 57.3 µM), for inactives: at the highest dose activity, negative = inhibition, usual class: inhibitors | actives 0.54% (n = 240,000);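 also: plate controls were vehicle for no effect and no enzyme for full effect; nearly all actives have a fitted effect of over 30% in size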
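50 nM RECQ1T1 preincubated 15 min with compound in Tris pH 8.0 buffer with MgCl2, DTT, Tween-20 and 2.5 ug/ml poly(dI-dC); started with 200 nM TAMRA/BHQ-2 forked duplex and 2 mM ATP. Unwinding read as fluorescence (525/598 nm), two reads 2 h apart.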
Starred values were filed as active, the others as inactive; i = inactive; ? = inconclusive; . = not tested or not shown; & = joins results of further samples; [ ] = dose if it differs, or a comment. Unless noted, calls follow the shape of the dose curve; as a rule, active = well fitted curve in the direction sought with a large enough effect; inconclusive = small, poorly fitted or top-dose-only effect, or another doubt; inactive = no such curve, though single readings can be large; an effect the other way counts as inactive or inconclusive. Potency is read from the fitted curve at half-maximal effect.

No.	Compound	SMN2 splice up	NPSR antag	KinaseGlo FLuc	IMPase Li inh	GoLoco inh red	Epigenetic reg	JMJD2E inh	RECQ1 helicase
1	O=C(CSc1ccc(-c2cccs2)nn1)Nc1ccccc1F	-19%	11%	-1%	-8%	10%	-2.4%	?	-18%
2	Cc1ccc(-c2noc(CN(C(=O)CCN3C(=O)c4ccccc4C3=O)C(C)C)n2)cc1	-8%	-2%[46.1 µM]	1%	13%[38.3 µM]	8%	0.0%	4%	0%
3	O=C(C[n+]1ccccc1)N1c2ccccc2Sc2ccccc21	.	-2%	-1%	34%	2%	3.9%	2%	-6%
4	CCc1ccc(C(C)NC(=O)c2ncn[nH]2)cc1 (stereo unspecified)	-11%	13%	2%	0%	8%	0.0%	10%	-6%
5	CCN(CC)C(=O)Cn1cnc([N+](=O)[O-])n1	1%	-5%[46.1 µM]	-4%	15%[38.3 µM]	-13%	-2.3%	-5%	i
6	Cc1ccc(C(=O)ON=C2CCN(c3ccc([N+](=O)[O-])cc3)CC2)cc1	-6%	-19%[46.1 µM]	-6%	0%[38.3 µM]	12%	-2.0%	5%	i
7	CCCC(=O)NC(c1ccc(OC)c(OC)c1)c1cc(Cl)c2cccnc2c1O (stereo unspecified)	-70%[inhibitor]	-25%	-1%	-3%	19%	?	18µM*	i
8	CC(=O)N1CCc2c(sc(NC(=O)c3ccc4c(c3)OCCO4)c2C#N)C1	-33%[inhibitor]	?	2%	?	32%[activator]	0.0%	?	-7%
9	CCCCCC(=O)Nc1cccc(C2=NOC3(C2)C[C@H](C(N)=O)N(C(=O)c2ccccc2C(=O)c2ccccc2)C3)c1 (stereo partly specified)	.	-28%	.	.	5%	4.0%	2%	i
10	O=C(CC1C(=O)NCCN1Cc1cccc(Oc2ccccc2)c1)NCC1CCOCC1 (stereo unspecified)	-17%	-3%	1%	5%	-52%	1.6%	?	i
11	Cc1ccc(NC(=S)Nc2cc(-c3ccccc3)[nH]n2)cc1Cl	5%	-41%	1%	-7%	1%	5.3%	-4%	-8%
12	C/C=C/c1ccc(OCC(=O)OCC(=O)NC2CC2)c(OC)c1	12%	6%	6%	-2%	3%	?	-5%	-5%
13	CCOC(=O)N1CCN(Cc2oc(CO)cc(=O)c2O)CC1	-7%	-3%[46.1 µM]	-1%	3%[38.3 µM]	-2%	2.5%	?	i
14	Cc1c(C(=O)O)oc2ccc(S(=O)(=O)N(CC(C)C)CC(C)C)cc12	-6%	-15%[46.1 µM]	2%	4%[38.3 µM]	-5%	-1.1%	5%	i
15	O=C(NCc1cccnc1)c1ccc(-c2cc(Cl)ccc2Cl)o1	.	11%	5%	9%	-7%	-4.2%	-2%	9%
16	COc1ccc2nc3cc(Cl)ccc3c(Nc3cc(C(C)C)c(O)cc3C)c2c1	.	?	.	.	-3%	-3.6%	?	-2%
17	Clc1ccc(-c2onc3c2CCCC3)cc1	4%	17%[46.1 µM]	-5%	42%[activator][38.3 µM]	16%	-2.1%	10%	-3%
18	O=c1[nH]c(CN2CCN(c3ccccc3O)CC2)nc2scc(-c3ccccc3Cl)c12	.	52%	.	.	81%[activator]	-3.6%	-9%	i
19	C=CCn1cc(C(=O)OCC)c(=O)c2cc(F)c(F)cc21	.	7%	.	.	0%	-3.7%	4%	-2%
20	Cc1cc2c(cc1C)-c1nnc(-c3ccc4ccccc4n3)n1C(C)(C)C2	-3%	-4%[46.1 µM]	-3%	-9%[38.3 µM]	-8%	-1.4%	13%	i
21	Cc1ccc(O)c(-c2cc(-c3ccccc3C)[nH]n2)c1	27%	13%[46.1 µM]	3%	28%[38.3 µM]	0%	1.1%	0%	i
22	Cc1cccc(NC(=S)NC2CC3C=CC2C3)c1 (stereo unspecified)	.	-8%	.	.	6%	0.2%	5%	-8%
23	O=C1OC(Cc2ccccn2)C(=O)C1=C1SCCS1 (stereo unspecified)	18%	10%	0%	-5%	7%	-1.9%	8%	-2%
24	CCc1nnc(NC(=O)C(NS(=O)(=O)c2ccc3c(c2)OCCO3)C(C)C)s1 (stereo unspecified)	0%	1%[46.1 µM]	4%	11%[38.3 µM]	1%	4.3%	18%	-11%
25	COc1ccc(-c2cc(C#N)nc(Oc3ccc(Cl)cc3)n2)cc1	-17%	-1%[46.1 µM]	-2%	-27%	-1%	2.3%	2%	-11%
26	COc1ccc(C2C(C(=O)Nc3ccc4c(c3)OCCO4)c3ccccc3C(=O)N2C)cc1 (stereo unspecified)	1%	-14%[46.1 µM]	-6%	29%[38.3 µM]	-9%	-1.0%	7%	-8%
27	CCOc1ccc(NC(=O)CN(C)Cc2cc(=O)n3c(-c4ccccc4)csc3n2)cc1OCC	12%	-7%	0%	9%	26%	-3.4%	-9%	-10%
28	CCN(Cc1ccncc1)C(=O)CSc1ccc2ccccc2c1	-4%	-5%	-1%	6%	-4%	-1.1%	-4%	-9%
29	CCOC(=O)c1sc(NC(=O)/C=C/c2cnn(CC)c2C)c(C(=O)OCC)c1C	-20%	-13%[46.1 µM]	-3%	33%[activator][38.3 µM]	10%	-1.0%	?	6%
30	Fc1ccc(-c2csc(=S)[nH]2)cc1	0%	-7%	2%	4%	-15%	-0.1%	-3%	i
31	CNC(=O)CC(C(=O)O)c1ccc(OCC(C)C)cc1 (stereo unspecified)	-1%	1%[46.1 µM]	1%	1%[38.3 µM]	10%	0.0%	5%	-11%
32	CCN(CC)c1ccc(C(=O)OCC(=O)NC2CCCCC2C)cc1 (stereo unspecified)	15%	-20%[46.1 µM]	2%	31%[activator][38.3 µM]	-6%	1.8%	-22%	-6%
33	COc1cc(/C=N/Nc2ccc(Cl)c(C(=O)O)c2)ccc1OC(=O)c1ccco1	3%	-4%	3%	9%	2%	-0.4%	1%	-3%
34	O=C(Nc1ccccc1)c1ccc(S(=O)(=O)N2CCCCC2)cc1	-12%	4%[46.1 µM]	2%	8%	4%	1.0%	31%[activator]	-3%
35	Cc1ccccc1S(=O)(=O)Nc1nc2ccccc2nc1N1CCc2ccccc2C1	-79%[inhibitor]	-20%[46.1 µM]	-1%	-1%	-4%	1.1%	-5%	3%
36	Cc1ccc(-n2c(=O)c3c4c(sc3n(Cc3cc(=O)n5ccccc5n3)c2=O)CCC4)cc1C	-6%&10%	-7%	4%	14%	0%	0.2%&-1.1%	?	-3%
37	O=C1OCCN1C(=O)[C@H]1[C@H](c2ccc([N+](=O)[O-])cc2)C(c2ccccc2)=NN1c1ccc(Br)cc1	.	.	2%[39.9 µM]	-7%	-8%	-3.1%[40.7 µM]	.	i
38	CCCn1c(=O)c2ccccc2n2c(SCC(=O)NCc3cccs3)nnc12	-9%	-6%[46.1 µM]	-5%	6%[38.3 µM]	-1%	-1.2%	0%	-3%
39	Fc1ccccc1-c1[nH]ncc1-c1nnnn1-c1ccccc1	.	3%	.	.	7%	-1.0%	-13%	-13%
40	O=C(c1cccc(F)c1)n1nnc2ccccc21	29%	3%[46.1 µM]	-3%	8%[38.3 µM]	10%	-0.1%	3%	-5%
41	NC(=O)c1ccc([N+](=O)[O-])cc1SCc1ccccc1	-34%[inhibitor]	1%[46.1 µM]	-7%	-12%[38.3 µM]	6%	0.8%	1%	-10%
42	CCC(CC)C(=O)c1c[nH]c(C(=O)NCc2ccncc2)c1	-10%	12%	0%	-6%	2%	-0.3%	7%	-9%
43	CCSc1n[nH]c2nc3c(c(=O)n12)C1(CCCC1)Cc1ccccc1-3	9%	-11%[46.1 µM]	0%	-28%[38.3 µM]	0%	-0.9%	?	-14%
44	O=C(CC1SC(=Nc2ccccc2)N(CCO)C1=O)Nc1ccccc1 (stereo unspecified)	.	-8%	1%	-1%	-6%	0.0%	-13%	-2%
45	CN1CCN(S(=O)(=O)c2cccc(S(=O)(=O)c3cccc(S(=O)(=O)N4CCN(C)CC4)c3)c2)CC1	1%	6%[46.1 µM]	0%	17%[38.3 µM]	5%	0.8%	9%	i
46	COc1cccc(-c2nnc(SCC(=O)N3CCCC3=O)n2-c2ccccc2)c1	9%	-12%[46.1 µM]	3%	2%[38.3 µM]	-16%	-4.2%	6%	i
47	CCOc1ccccc1C(=O)N1CCC(n2nnc3cc(C(F)(F)F)ccc32)CC1	-34%[inhibitor]	-6%[46.1 µM]	-4%	7%	10%	0.9%	-4%	-2%
48	O=C(CCS(=O)(=O)c1cccs1)N1CCN(c2ccc(F)cc2)CC1	?	-1%[46.1 µM]	-2%	-2%[38.3 µM]	3%	-2.1%	-2%	-2%
49	COc1ccc2c(c1OC)C(=O)N(c1cccc(C)c1)C2	14µM*	-11%[46.1 µM]	-16%	31%[38.3 µM]	3%	1.1%	-1%	-1%
50	CN(Cc1ccccc1)C(=O)COC(=O)c1cncc(Br)c1	15%	3%	-1%	3%	6%	2.6%	1%	-9%

(listing goes on)
No.	Compound	SMN2 splice up	NPSR antag	KinaseGlo FLuc	IMPase Li inh	GoLoco inh red	Epigenetic reg	JMJD2E inh	RECQ1 helicase
51	NNC(=O)c1cc2nc(-c3cccs3)cc(C(F)(F)F)n2n1	-8%	-7%	0%	-2%	16%	0.5%	?	i
52	COc1ccc(Oc2ncc3nc(-c4ccc(OC)cc4)c(=O)n(CCC#N)c3n2)cc1	-3%	.	-1%	-29%	1%	.	.	-12%
53	CC(C)(C)NC(=O)C1CCN(C(=O)c2ccc(Br)cc2)CC1	5%	2%[46.1 µM]	1%	24%[38.3 µM]	1%	2.1%	-6%	-4%
54	CCCC(C)C(=O)Nc1ccc(S(=O)(=O)Nc2nccc(C)n2)cc1 (stereo unspecified)	.	-5%	1%	7%	-17%	1.5%	-11%	-2%

The list is partial. The share of hits here may be higher or lower than overall.
